Assay outcomes (PubChem BioAssay)
CSN inh: CSN deneddylation inhibition | Q92905 | Purified CSN, SCF-Nedd8-OG deneddylation, fluorescence polarization | inhibition, % at 12.5 µM | actives 0.38% (n = 360,000);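 active means pattern-corrected inhibition above about 35%, with an unprinted fluorescence ratio check between 0.5 and 1.5, limit read from the data, passing the limit was not always enough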;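 further: 0% = enzyme with substrate and 100% = substrate without enzyme; some results filed as inactive read as strong as hits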
Target sequence (Q92905 whole entry, looked up, one chain of several): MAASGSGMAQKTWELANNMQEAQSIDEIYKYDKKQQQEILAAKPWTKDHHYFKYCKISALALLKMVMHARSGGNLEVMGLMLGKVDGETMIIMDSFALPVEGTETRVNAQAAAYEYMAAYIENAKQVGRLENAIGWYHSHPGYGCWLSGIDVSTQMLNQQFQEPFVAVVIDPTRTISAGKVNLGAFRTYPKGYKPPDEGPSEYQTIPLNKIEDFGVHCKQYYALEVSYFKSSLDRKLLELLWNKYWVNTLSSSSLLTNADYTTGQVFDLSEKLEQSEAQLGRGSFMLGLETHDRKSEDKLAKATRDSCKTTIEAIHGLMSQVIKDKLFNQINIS
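Test system: purified human Csn5 enzyme expressed in HEK293T cells. Amount: 0.24 nM enzyme. Reagent: SCFSkp2-Nedd8OG substrate at 10 nM final. Schedule: 90 min incubation of compound, enzyme and substrate at room temperature. Detection: fluorescence polarization. Read-out: % inhibition of substrate cleavage by Csn5.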
Rin1-Abl PPI inh: inhibitors of human Rin1-Abl protein interaction. TR-FRET Rin1/Abl binding, biochemical. actives 0.4% (n = 360,000). inhibition, % at 7.35 µM; in the data active means inhibition above about 5%, passing the limit was not always enough
FAS TE block: blocks the thioesterase domain of human fatty acid synthase. P49327. recombinant FAS-TE, OMFH fluorogenic substrate, fluorescence endpoint. inhibition, % at 15 µM. actives 0.67% (n = 360,000). AID 602261;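 active means compounds whose normalised, plate-corrected inhibition of enzyme fluorescence in the single-dose primary screen is 50% or more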;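 further: 0% = DMSO with enzyme and 100% = substrate without enzyme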
bovine MsrA act: activators of bovine methionine sulfoxide reductase A; purified bovine MsrA, absorbance read-out; activation, % at 10.6 µM; actives 0.3% (n = 360,000); in the data active means activation above about 7.5%;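 further: 0% = vehicle and 100% = reference activator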
PABP1 MLLE inh: blocks PAM2 peptide binding to the PABP1 MLLE domain; actives 0.36% (n = 360,000); P11940; inhibition, % at 20 µM; GST-MLLE / FITC-PAM2 fluorescence polarization; in the data active means inhibition above about 35%, passing the limit was not always enough;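 further: plate controls were DMSO wells with GST-MLLE for no effect and wells lacking GST-MLLE protein for full effect; some results filed as inactive read as strong as hits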
TbMetRS inhib: blocks T. brucei methionyl-tRNA synthetase activity. purified T. brucei MetRS, ATP depletion, Kinase-Glo luminescence. inhibition, % at 11.9 µM. actives 0.4% (n = 360,000);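 active means inhibition above a per-plate cutoff of the control wells' mean inhibition plus 3 SD, cut at about 5.5% in these data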;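 further: 0% = DMSO wells median and 100% = median of wells with control inhibitor compound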
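Dosing: 11.9 µM compound single dose, 0.9% DMSO; Assay system: purified T. brucei MetRS enzyme; Measured by: Kinase-Glo luciferase luminescence reporting remaining unconsumed ATP; Schedule: 15 min plus 2 h at 25 °C.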
Neddylation inh: inhibitors of human cullin neddylation. P61081+Q13564. TR-FRET cullin neddylation, biochemical. calls only at 25 µM. actives 0.58% (n = 360,000); in the data active means inhibition above about 36%
Target sequence (P61081 whole entry, looked up): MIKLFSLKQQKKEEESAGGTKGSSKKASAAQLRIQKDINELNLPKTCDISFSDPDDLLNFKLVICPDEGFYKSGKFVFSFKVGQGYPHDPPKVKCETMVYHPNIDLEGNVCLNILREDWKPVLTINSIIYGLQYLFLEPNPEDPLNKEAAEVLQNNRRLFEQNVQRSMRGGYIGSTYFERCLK
Target sequence (Q13564 whole entry, looked up): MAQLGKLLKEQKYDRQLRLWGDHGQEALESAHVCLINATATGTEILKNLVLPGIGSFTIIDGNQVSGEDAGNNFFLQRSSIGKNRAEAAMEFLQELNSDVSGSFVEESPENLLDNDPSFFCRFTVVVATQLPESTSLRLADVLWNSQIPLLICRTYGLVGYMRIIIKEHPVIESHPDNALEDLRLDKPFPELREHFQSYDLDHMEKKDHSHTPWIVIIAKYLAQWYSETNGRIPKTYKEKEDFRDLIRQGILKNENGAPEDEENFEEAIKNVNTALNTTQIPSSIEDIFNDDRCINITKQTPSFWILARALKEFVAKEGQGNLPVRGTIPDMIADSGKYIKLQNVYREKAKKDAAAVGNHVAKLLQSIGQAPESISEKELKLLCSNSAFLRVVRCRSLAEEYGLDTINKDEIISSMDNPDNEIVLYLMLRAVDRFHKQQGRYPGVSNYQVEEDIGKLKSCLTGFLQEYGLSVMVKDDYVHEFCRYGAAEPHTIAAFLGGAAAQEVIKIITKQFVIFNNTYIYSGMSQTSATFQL
E coli Lon inh: inhibitors of E. coli Lon protease; P0A9M0; AID 602123; inhibition, % at 7.94 µM; purified E. coli Lon protease, fluorescence polarization; actives 0.42% (n = 360,000); in the data active means inhibition above about 13%, passing the limit was not always enough;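 further: 0% = enzyme with probe and DMSO and 100% = no enzyme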
MsrA inh: bovine MsrA inhibition. actives 0.75% (n = 360,000). AID 651718. purified bovine MsrA, absorbance read-out. inhibition, % at 15.5 µM; in the data active means inhibition above about 4.5%;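 further: 0% = vehicle wells with enzyme and 100% = reference inhibitor wells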
Active calls of the source: *; i = inactive; · = no result given; + = active, no number.

SMILES	CSN inh	Rin1-Abl PPI inh	FAS TE block	bovine MsrA act	PABP1 MLLE inh	TbMetRS inhib	Neddylation inh	E coli Lon inh	MsrA inh
COC(=O)CN1C(=O)S/C(=C/c2ccc(N3CCCCC3)o2)C1=O	-68	-15	-158	-4	i	-0.3	i	-442	0.5
COc1cnc(SCCC(F)=C(F)F)[nH]c1=O	2	3	-5	-2	11	0.1	i	-2	-0.2
Cn1cnc(S(=O)(=O)N2CCCCC2c2cc(C(=O)Nc3cccc4c3CCCC4)no2)c1 (stereo not drawn)	5	0	-3	-3	6	-0.1	i	-9	-1.6
Cc1c(C(=O)NNC(=O)c2ccncc2)oc2ccc(Br)cc12	4	-4	-7	-7	-3	-0.6	i	11	2.0
COc1ccccc1/C=N/NC(=O)c1ccccc1NS(=O)(=O)c1ccc(C)cc1	-8	2	2	-5	1	-0.9	+	2	2.8
COc1cccc(/C=C/C(=O)c2cccc([N+](=O)[O-])c2)c1OC	10	1	1	-11	4	-0.7	i	4	1.1
O=C(Cc1ccc(N2CCNC2=O)cc1)N1CCCC(Nc2cccc(F)c2)C1 (stereo not drawn)	1	1	-2	-4	2	-0.5	i	-8	-0.1
CC1(C)CC(=O)C(C=NCCN2CCOCC2)=C(O)C1	0	2	-5	-4	6	-0.2	i	-9	0.1
O=C(NS(=O)(=O)c1ccc(Cl)cc1)c1ccccc1	-6	0	-2	-4	9	-0.4	i	0	-0.1
C=C(C)Cn1c(C)cc(C)c(S(=O)(=O)c2ccccc2C)c1=O	-2	-1	15	-1	-4	-1.1	i	8	1.4
Cc1ccc(C)c(NC(=O)c2cnccn2)c1	4	2	-6	-4	-7	-0.3	i	0	0.7
O=C(NCC1CCCCC1)c1ccc(=O)[nH]c1	0	7	-4	-6	-10	-0.4	i	5	0.6
CC(=O)C1C(=O)CC(c2ccc(Cl)cc2)CC1=O (stereo not drawn)	105	2	-5	-3	1	0.0	i	1	-0.4
O=C(CSc1ccc2c(c1)OCCO2)Nc1cccnc1	-3	-1	-5	-2	21	-0.5	i	-2	-0.1
O=C(CN1CCN(S(=O)(=O)c2ccc(F)cc2)CC1)Nc1ccc2c(c1)OCCO2	0	3	-3	-11	-11	-1.5	i	0	-0.6
O=C(NCCNc1ccc([N+](=O)[O-])cc1)c1cccc2c(Br)cccc12	-4	2	38	-2	4	-0.7	i	1	-0.5
CCOc1cc(C(=O)Nc2cccnc2)cc(OCC)c1OCC	-2	-1	0	0	9	-0.1	i	-4	-0.3
Cc1onc(-c2c(Cl)cccc2Cl)c1C(=O)N1CCN(c2ccccc2F)CC1	4	1	12	-3	-5	0.0	i	-2	0.4
Cc1ccc(Cn2nnc3c(=O)n(CC(=O)NCc4ccccc4)cnc32)cc1	3	-1	-3	-4	0	-0.7	i	4	0.0
CC/C(=N\NC(=O)c1nnn(-c2nonc2N)c1CN(C)c1ccccc1)c1ccccc1	0	-1	14	0	-9	0.4	i	-10	0.2
CCC1=Nc2ccccc2NC2=C1C(=O)CCC2	-2	0	-4	-3	-1	-1.6	i	5	1.2
O=C(NCc1cccnc1)c1ccc(Cn2cc(C(F)(F)F)ccc2=O)cc1	-2	5	-4	-11	-15	-1.6	i	-3	-0.2
CCN1CCCC1CNc1ncnc2c1[nH]c1ccc(Cl)cc12 (stereo not drawn)	-2	0	-3	-2	-24	38*	i	-8	0.5
CS(=O)(=O)c1ccc(C(=O)OCC(=O)N2CCN(CCC3CCCCC3)CC2)cc1[N+](=O)[O-]	2	1	12	-3	2	-1.2	i	2	1.5
CCCCn1nnnc1C(c1ccccc1)N1CCN(C)CC1 (stereo not drawn)	-2	·	-13	-1	·	-0.2	i	-3	-1.0
CCCCCCN1C=CC(=C2C(=O)c3ccccc3C2=O)C=C1	7	1	-5	-4	20	1.8	i	6	0.8
COc1cc(NC(=O)c2ccc(Br)cc2)c(OC)cc1NC(=O)c1ccccc1	0	-1	-1	-3	2	-1.4	·	13	0.8
Nc1cc(=O)[nH]c(SCC(=O)Nc2cccc(S(=O)(=O)N3CCCCCC3)c2)n1	2	3	-6	-4	-10	-0.4	i	-16	2.5
COCCCNC(=O)C[C@@H]1C[C@@]2(C(=O)OC)CCCCC=C2N(Cc2ccc(Cl)cc2Cl)C1=O	2	·	-5	0	·	0.2	i	3	-1.6
Cn1cnc2c1c(=O)n(Cc1ccccc1C#N)c(=O)n2C	1	-2	0	-1	-10	-0.3	i	-3	-1.9
Cc1nc2sccn2c(=O)c1S(=O)(=O)NCCc1ccc(Cl)cc1	-1	-4	-2	1	-14	0.4	i	-4	0.5
C=CCSc1ncc(-c2ccccc2)cn1	-10	2	7	-2	1	-0.2	i	9	1.0
CCCCNc1c(CC(C)C)nc2nc(C)cc(C)n12	-2	·	-9	-3	·	-0.8	i	-3	0.5
S=C(Nc1ccccc1Cl)NC1CCN(Cc2ccccc2)CC1	1	0	-8	-5	28	-0.5	i	1	-0.3
Clc1ccccc1CSc1nc2ccncc2[nH]1	-3	1	-13	-2	29	1.5	i	-6	-0.5
COc1ccccc1N1CCN(C(=O)C(=O)N/N=C/c2ccccc2F)CC1	-2	-4	-9	-2	7	-0.7	i	-1	-0.7
O=C(N/N=C/c1ccc(O)cc1O)c1ccc(NC(=O)C2CCCCC2)cc1	-5	-1	-5	-5	0	0.1	i	5	1.0
COc1ccc(-c2cc(-c3c(O)c(OC)c4occc4c3OC)[nH]n2)cc1	3	0	18	-1	-2	0.3	i	-3	1.1
CCCn1c(CN2CCN(C(=O)OCC)CC2)nc2cc(NC(=O)C(C)C)ccc21	-1	6	-1	-8	-2	-1.4	i	-3	-1.5
CCOC(=O)CNC(=O)COc1ccc(Cl)cc1Br	-2	-1	-4	-3	2	1.2	i	-4	0.4
CCOC(=O)Cc1csc(SCC(=O)Nc2sc3c(c2C(N)=O)CCC3)n1	37*	-2	2	-1	-11	-1.4	i	-22	-0.6
CC(=O)Oc1ccc(C(=O)Nc2ccccc2C(=O)Nc2ccc(C(=O)O)cc2)cc1	-8	-3	-2	-3	-9	-0.7	i	0	-0.2
CN(C(=O)c1cccc(C(F)(F)F)c1)C1CCCc2ccccc21 (stereo not drawn)	1	-1	10	0	-19	0.1	i	-6	-1.1
C/C(=C\COc1cc(=O)[nH]c2ccccc12)CCC(O)C(C)(C)O (stereo not drawn)	-4	0	2	-1	15	-0.9	i	-15	1.3
N/C(=N\OS(=O)(=O)c1cccc([N+](=O)[O-])c1)c1ccncc1	-1	-1	-11	-5	-4	0.6	i	11	-0.5
CCn1cc(C(=O)NC(C)C2CC3CCC2C3)cn1 (stereo not drawn)	-3	1	-9	-2	12	-0.3	i	-16	-0.8
Cc1ccc(NCc2nnc(SCC#N)o2)c(C)c1	5	1	-5	-3	-6	0.1	i	0	1.0
COC(=O)[C@]1(Cc2ccccc2)N[C@H](CN(C)S(=O)(=O)c2ccc(F)cc2)[C@@H]2C(=O)N(Cc3ccccc3)C(=O)[C@@H]21	-5	1	27	-3	8	-2.1	i	-5	-0.3
Cc1ccc(S(=O)(=O)N2CCN(S(=O)(=O)c3cccs3)CC2)cc1	-4	2	0	-3	13	0.3	i	6	-0.1
CCN(CC)S(=O)(=O)c1cccc(NC(=O)/C=C/c2ccc([N+](=O)[O-])cc2)c1	-2	-2	-6	-3	-30	-0.4	i	-1	1.9
Carrying on.
SMILES	CSN inh	Rin1-Abl PPI inh	FAS TE block	bovine MsrA act	PABP1 MLLE inh	TbMetRS inhib	Neddylation inh	E coli Lon inh	MsrA inh
CC(=O)Nc1c(C#N)c(C(C)(C)C)cn1C	2	-2	-12	-3	14	-0.9	i	-4	-0.2
CCOc1cc2c(cc1O)C(=NO)CC1C2CCC2(C)C(O)CCC12 (stereo not drawn)	3	4	-9	-3	-9	-0.3	i	-8	0.3
Nc1nc2c(ncn2C2CCCC2)c(=O)[nH]1	3	2	-4	-2	11	-0.2	i	-9	-0.1
COc1ccc(CC(=O)N[C@@H]2c3ccccc3CC[C@H]2OCc2ccccc2)cc1	0	-2	14	-1	0	1.0	i	-8	0.3
CCC(C)[C@H](NC(=O)NC1CCCc2ccccc21)C(=O)O (stereo partly drawn)	0	-1	-2	-13	2	-1.5	i	-6	-1.2
Cc1cccc(NC(=O)CC2C(=O)NCCN2C(=O)Nc2ccc(Cl)cc2)c1 (stereo not drawn)	-1	1	8	0	-5	-0.4	i	12	0.5
COc1ccc(C(=O)c2ccccc2)c(OCC(=O)N(C)C)c1	-1	-2	-3	-2	-3	-0.2	i	3	-1.5
COc1ccc(-n2nc3c(c2NC(=O)COc2ccccc2OC)CS(=O)(=O)C3)cc1	-3	0	1	0	-7	-0.3	i	-9	0.2
COc1ccc(CNCCSc2nnnn2C)cc1OC	1	-2	-7	3	26	-0.1	i	-2	-0.4
CCCCNC(=O)C1CC(c2ccc(C(F)(F)F)cc2)=NO1 (stereo not drawn)	1	0	-1	-1	12	-0.3	i	-3	-0.4
Cc1ccc(S(=O)(=O)CCC(=O)OCC(=O)N2CC(=O)Nc3ccccc32)cc1	0	-4	-3	-2	-3	-0.1	i	-3	0.7
COC(=O)c1ccc(CSc2cc(C)c3cccc(C)c3n2)o1	-3	-2	13	-3	-3	-0.6	i	-5	-0.6
Cc1ccc(Cl)cc1NC(=O)Cn1cccc1	2	1	-1	-5	4	-0.7	i	3	1.2
CCC(=O)c1c[nH]c(C(=O)NCc2ccco2)c1	1	3	-10	-4	-2	-0.4	i	8	-0.5
O=C(c1ccccc1)N1CCN(S(=O)(=O)N2CCOCC2)CC1	-8	0	0	-4	-5	0.5	i	-2	-0.2
Cc1cc(=O)oc2cc(OCC(=O)NCCc3nc4ccccc4[nH]3)ccc12	-1	2	-4	-4	-9	0.9	i	-6	1.2
CCC(C)NC(=O)CSc1ncccc1C(=O)O (stereo not drawn)	6	5	-10	-2	-7	0.6	i	5	-0.4
CC(=O)c1csc(COc2cc(Cl)cc(Cl)c2)n1	1	0	3	-2	11	0.2	i	5	-0.4
CCOC(=O)CSc1nc(C2CC2)cc(-c2ccc(Cl)cc2)c1C#N	-19	-1	22	-2	25	-0.5	i	3	2.9
CCOc1ccc(S(=O)(=O)N(CC(=O)Nc2cc(C)on2)Cc2ccccc2Cl)cc1	6	0	26	3	-12	-0.4	i	5	1.8
CC(C)CC(COCc1cccc(Cl)c1)N1CCN(C(=O)c2ccc(C(F)(F)F)cc2)CCC1=O (stereo not drawn)	1	-1	35	1	1	-0.2	i	5	-0.3
Cc1ccc(-c2nn(CCC#N)cc2C=C(C#N)C#N)cc1	-2	6	0	-7	4	-1.1	i	-9	0.7

A stretch of the results above:
SMILES	CSN inh	Rin1-Abl PPI inh	FAS TE block	bovine MsrA act	PABP1 MLLE inh	TbMetRS inhib	Neddylation inh	E coli Lon inh	MsrA inh
Cc1cc(=O)oc2cc(OCC(=O)NCCc3nc4ccccc4[nH]3)ccc12	-1	2	-4	-4	-9	0.9	i	-6	1.2
CCC(C)NC(=O)CSc1ncccc1C(=O)O (stereo not drawn)	6	5	-10	-2	-7	0.6	i	5	-0.4
CC(=O)c1csc(COc2cc(Cl)cc(Cl)c2)n1	1	0	3	-2	11	0.2	i	5	-0.4
CCOC(=O)CSc1nc(C2CC2)cc(-c2ccc(Cl)cc2)c1C#N	-19	-1	22	-2	25	-0.5	i	3	2.9
CCOc1ccc(S(=O)(=O)N(CC(=O)Nc2cc(C)on2)Cc2ccccc2Cl)cc1	6	0	26	3	-12	-0.4	i	5	1.8
CC(C)CC(COCc1cccc(Cl)c1)N1CCN(C(=O)c2ccc(C(F)(F)F)cc2)CCC1=O (stereo not drawn)	1	-1	35	1	1	-0.2	i	5	-0.3
Cc1ccc(-c2nn(CCC#N)cc2C=C(C#N)C#N)cc1	-2	6	0	-7	4	-1.1	i	-9	0.7
